Compound activity deposited in PubChem BioAssay by National Center for Advancing Translational Sciences (NCATS).
Lipid storage S3: qHTS Assay for Lipid Storage Modulators in Drosophila S3 Cells; Potency in µM for hits, for the others lipid storage change, negative = inhibition, % at the top dose, mostly 46.1 µM; Drosophila S3 cells, BODIPY lipid droplet fluorescence, 18-24 h; cells fed with added oleic acid; 320,000 tested, 0.64% active; active = well fitted inhibition curve with a large enough effect in the signal ratio, with a control signal flat, not every such curve was filed as active; inconclusive = small, poorly fitted or top-dose-only effect, or effect the other way, or a change in a side signal; the % refers to the signal ratio
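Laser-scanning cytometry quantifies lipid droplet accumulation (500–530 nm total intensity; droplet/cell object ratio) in oleic acid-fed (400 uM added) Drosophila S3 cells treated with a concentration series. 20 uM Triacsin C defined 100% inhibition.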
Lipid storage S3 cell count max: also measured in Lipid storage S3; calls as there; cell number change, %; measured here: cell count max response;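 cells counted by Cell Tracker Red CMTPX staining in the red channel; peak over a dose series mostly up to 46.1 µM; percent activity relative to internal control wells on each plate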
Numbers without * were called inactive; i = inactive; ? = inconclusive; nt = not tested or not shown; & = joins results of further samples. % is scaled to controls: 0 for no effect and ±100 for the full control effect; potency is read from the fitted curve at half-maximal effect.

mol	Lipid storage S3	Lipid storage S3 cell count max
Cc1cc([N+](=O)[O-])ccc1NC(=O)c1sc2ncn(CC(=O)N3CCOCC3)c(=O)c2c1C	?	nt
Cc1ccc(NC(=S)N/N=C/c2ccc(Cl)c([N+](=O)[O-])c2)cc1	i	-16
CC1(C)N=C(N)N=C(N)N1c1ccccc1	?	nt
O=C(Cc1ccc([N+](=O)[O-])cc1)Nc1nccs1	?	nt
C[C@@]12CC(=O)NC1N(C(=O)c1cccc(C(F)(F)F)c1)C(c1ccccc1OC(=O)c1cccc(C(F)(F)F)c1)C2 (stereo partly drawn)	?	nt
COc1cccc(C(=O)C2CCCN(Cc3cn[nH]c3C3CCCCC3)C2)c1 (stereo not drawn)	-3%	nt
C(=N\Nc1nc2ccccc2[nH]1)/c1ccccn1	-8%	1
COc1cc(S(=O)(=O)NC2CCCC2)c(OC)cc1C	?	nt
CC(C)c1cc(-c2cc(C(=O)NCc3ccccc3)on2)nc(NC2CCCC2)n1	15%	12
CN1CCN(S(=O)(=O)c2ccc(NCc3ccc4c(c3)OCO4)nc2)CC1	?	nt
CC1=Nc2nc(N3CCCCC3)c(C#N)c3c4c(nc(c23)N1)N(c1ccc(C(C)C)cc1)C(=O)C4	i	7
Cn1ccnc1CN1CCCCC1C(=O)Nc1ccc(Oc2cccnc2)cc1 (stereo not drawn)	i	-14
O=C(Nc1ccc(Cl)cc1)[C@@H]1[C@@H]2C(=O)N(c3ccc(Cl)cc3)C(=O)[C@@H]2[C@H]2C=CC=NN21	?	nt
O=C(NCc1cccnc1)c1cccc2c1C(=O)N(Cc1cccnc1)C2	?	nt
Brc1ccc(-c2cn3ccccc3n2)cc1	7%	11
COCC1CCN(C(=O)C2CCC(=O)N(CCc3ccc(Cl)cc3)C2)CC1 (stereo not drawn)	?	nt
O=c1[nH]c2ccccc2nc1Cc1ccccc1	10%	-30
CN(C)CC/C=C1/c2ccccc2Sc2ccc(Cl)cc21	-2%&5%	2&3
Cc1c(C(=O)N2CCCCCC2)c(S(=O)(=O)Nc2ccccc2F)c(C)n1C	i	-27
CC(=O)c1ccc(NC(=O)C(C)n2c3ccccc3c3nc(=O)cc(C)n32)cc1 (stereo not drawn)	19%	nt
O=C(O)CCc1ccc(-c2cccs2)n1Cc1ccco1	?	nt
CC(C#N)(NC(=O)CN1CCN(S(=O)(=O)c2ccc(Br)cc2Cl)CC1)C1CC1 (stereo not drawn)	i	-8
Cc1ccc(S(=O)(=O)CCC(=O)OCC(=O)NC2CCS(=O)(=O)C2)cc1 (stereo not drawn)	22%	13
Cc1c(Cl)cccc1NC(=O)c1cc(-c2ccccc2O)n[nH]1	?	nt
CCOc1ccc(OCC)c(NC(=O)C(NS(=O)(=O)c2ccc3c(c2)oc(=O)n3C)C(C)C)c1 (stereo not drawn)	?	nt
Cc1c(NC(=O)/C(C#N)=C/c2cccs2)c(=O)n(-c2ccccc2)n1C	?	nt
O=C(NC(Cc1ccccc1)C(=O)O)/C(=C\c1ccc(Cl)cc1)NC(=O)c1ccco1 (stereo not drawn)	0.041µM*	nt
Cc1nn(CCc2nn[nH]n2)c2nc(C(F)(F)F)cc(C(F)(F)F)c12	?	nt
COc1ccc(CC(=O)N/N=C/c2cc(Br)cs2)cc1OC	-8%	-16
COc1ccc(N2CCN(C(=O)CNC(=O)c3ccc(Br)o3)CC2)cc1	?	nt
Cc1nc(SCC(=O)NC(C)(C#N)C2CC2)c2c(-c3cccs3)csc2n1 (stereo not drawn)	?	nt
Cc1nc2cc(NC(=O)N3CCC(c4ccccc4)C3)ccc2n1C (stereo not drawn)	?	nt
C/C(=N\OCC(=O)Nc1c(C)cc(C)cc1C)c1ccc2c(c1)OCCO2	5%	-18
CCN(CC(=O)Nc1c(F)cccc1F)C(=O)CNC(=O)c1ccc(Br)o1	?	nt
CN(c1ccccc1C(=O)N1CCN(c2ccccc2F)CC1)S(=O)(=O)c1ccccc1	?	nt
COc1ccc(CCC(=O)NCc2ccco2)cc1	0%	-2
COc1ccc2c(c1)-c1nc(/N=C/c3c(O)ccc4ccccc34)sc1CC2	i	0
Cc1ccc(OCc2cc(C(=O)N3CCc4sccc4C3)no2)cc1C	?	nt
O=c1[nH]c(=O)n(Cc2ccco2)c2c1C(C(F)(F)F)(C(F)(F)F)N=C(Cc1ccccc1)N2	-3%	-16
COc1ccccc1-c1cc(C(=O)NC(C)c2ccccc2)no1 (stereo not drawn)	?	nt
O=S(=O)(c1ccc(Oc2ccccc2)cc1)N1CCOCC1	5%	nt
CCc1cc(C(=O)Cc2ccccn2)c(O)cc1O	2%	-6
c1ccc(-c2nn3nnnc3c3ccccc23)cc1	i	nt
O=C(Nc1ccc(Cl)c(C(F)(F)F)c1)C(=O)N1CCCCC1	-15%	10
COc1ccc(OC)c(Nc2cc(-c3ccccc3)nc(N)n2)c1	i	-21
CCn1cnc2cc(NS(=O)(=O)c3ccc(OC)c(OC)c3)ccc21	6%	4
CCOC(=O)C(NC(=O)c1cccc(Cl)c1)(OCc1ccccc1)C(F)(F)F (stereo not drawn)	?	nt
CN1C(=O)CC(P(=O)(c2ccccc2)c2ccccc2)N(C)C1=O (stereo not drawn)	0%	-4
Cc1ccc(S(=O)(=O)N2CCOC23CCN(C(=O)c2ccc(Cl)cc2Cl)CC3)cc1	?	nt
O=C(COC(=O)C1(c2ccccc2F)CCCC1)N1CCOCC1	?	nt
COc1ccnc(N=CNOCc2ccc(C)cc2)c1C#N	?	nt
CCOC(=O)c1sc(NC(=O)c2c(C)nn(Cc3ccccc3)c2C)cc1C	?	nt
COc1ccc(CNCC(=O)Nc2cc(OC)cc(OC)c2)cc1	?	nt
CCN(Cc1cc2ccccc2[nH]c1=O)C(=O)C1CCCCC1	i	12
CCNS(=O)(=O)c1ccc(S(=O)(=O)N(Cc2ccccn2)C2CCCCC2)cc1	i	nt
Oc1ccc(Cl)cc1CNCc1cccc2ccccc12	?	nt

(next part)
mol	Lipid storage S3	Lipid storage S3 cell count max
Cn1cccc1/C=N/NC(=O)CNc1cccc2ccccc12	?	nt
Fc1ccccc1N1CCN(Cc2nc(-c3ccc(Cl)cc3Cl)no2)CC1	?	nt
CC1CN(C(=S)Nc2cccc(F)c2)CC(C)O1 (stereo not drawn)	?	nt
O=C1C2CC=CCC2C(=O)N1c1ccc(N2CCN(c3ccccn3)CC2)c([N+](=O)[O-])c1 (stereo not drawn)	?	nt
Cc1nc2c(c(=O)n1Cc1ccccc1Cl)c1nc3ccccc3nc1n2Cc1ccco1	?	nt
O=C(COC(=O)/C=C/c1ccc(Cl)c(Cl)c1)NC1CCS(=O)(=O)C1 (stereo not drawn)	i	-12
Cc1cccc(N2CCN(c3nc4nonc4nc3N3CCSCC3)CC2)n1	-9%	7
CS(=O)(=O)N(CC(=O)N1CCN(Cc2ccccc2)CC1)c1ccccc1Br	?	nt
O=C(Cn1nc(C(F)(F)F)c2c1CCCC2)Nc1ccc2c(c1)OCO2	i	-5
Cc1ccc(C(C)C)c(OCC(=O)Nn2c(=O)[nH]c3ccccc3c2=O)c1	?	nt
Cc1onc(-c2ccccc2Cl)c1C(=O)N(C)Cc1ccccc1	?	nt
CC1=C(C(=O)N2CCOCC2)C(c2ccc(-c3ccccc3)cc2)NC(=S)N1 (stereo not drawn)	?	nt
CCOc1ccc(C2=NNC(c3cccs3)=Nc3ccc(OC)cc32)cc1	?	nt
CC(C)OCCCNS(=O)(=O)c1ccc2c(c1)oc(=O)n2C	?	nt
COP(=O)(OC)C(Nc1ccc(Cl)cc1)c1ccccc1 (stereo not drawn)	-28%	10
COCCNC(=O)c1ccccc1NC(=O)c1ccccc1N(C)S(=O)(=O)c1ccc(C)cc1	?	nt
COC(=O)c1[nH]c2cccc(Cl)c2c1NC(=O)CN(C)C1CCCCC1	?	nt
Cc1ccc(-n2c(COc3c(C)cccc3C)nnc2SCC(=O)Nc2nccs2)cc1	?	nt
Cc1ccc(Nc2nc(N)c([N+](=O)[O-])c(N3CCOCC3)n2)cc1	?	nt
CCCCCCNC(=O)C(C(=O)OCC)C1CCCCC1 (stereo not drawn)	?	nt
O=C(O)c1c(-c2ccccc2)c(-c2ccccc2)nc2ccccc12	?	nt
Cc1nc(-c2cccc(NC(=O)C3CCCCC3)c2)cs1	8%	5
O=C(CSc1nc2sc3c(c2c(=O)n1-c1ccccc1)CCCC3)N/N=C/c1ccc(C(=O)O)cc1	i	-5
COc1ccc(S(=O)(=O)N2CCCOC2CNC(=O)C(=O)NC2CCCC2)cc1 (stereo not drawn)	30%	nt

Full records, looked up by structure:
`COc1ccccc1-c1cc(C(=O)NC(C)c2ccccc2)no1` (stereo not drawn) across the screens: Lipid storage S3 = ?; Lipid storage S3 cell count max = nt
`Cn1cccc1/C=N/NC(=O)CNc1cccc2ccccc12` across the screens: Lipid storage S3 = ?; Lipid storage S3 cell count max = nt
`COCCNC(=O)c1ccccc1NC(=O)c1ccccc1N(C)S(=O)(=O)c1ccc(C)cc1` across the screens: Lipid storage S3 = ?; Lipid storage S3 cell count max = nt

Other entries follow:
mol	Lipid storage S3	Lipid storage S3 cell count max
O=C(/C=C/c1cccs1)Nc1ccncc1	?	nt
CCCCNC(=O)Nc1cc(C(=O)OC)ccc1C	?	nt
O=[N+]([O-])c1ccc(S(=O)(=O)NCC2CC3CCC2C3)cc1 (stereo not drawn)	6%	7
NS(=O)(=O)c1ccc(NC(=S)NC(=O)c2cccnc2)cc1	10%	nt
CCCCCn1c(CN2CCCCC2C)nc2c1c(=O)n(C)c(=O)n2C (stereo not drawn)	8%	1
O=C(Nn1nnnc1Nc1ccccc1)C12CC3CC(CC(C3)C1)C2	?	nt
Cc1cc(C)n(CC(C)(O)c2ccccc2)n1 (stereo not drawn)	16%	nt
Oc1ccc(Cl)cc1C1=NCCNC(C(F)(F)C(F)F)=C1	i	-5
COc1ccccc1N1CCN(C(=O)c2c(C)cc(=O)oc2C)CC1	i	-4
CCOC(=O)c1cnc2nc(NCc3ccc(OC)c(OC)c3)[nH]n2c1=O	-6%	-21
CSc1cccc(NC(=S)N(Cc2ccc(C)cc2)Cc2ccccn2)c1	3%	2
CCOc1ccc(S(=O)(=O)NCc2ccncc2)cc1NC(=O)c1ccccc1	?	nt
CCCCNc1c([N+](=O)[O-])cc(C)cc1[N+](=O)[O-]	?	nt
O=C(COC(=O)c1cc(=O)[nH]c(=O)[nH]1)Nc1cccc(S(=O)(=O)N2CCOCC2)c1	2%	17
COc1cccc(CNC(=O)CCC2CCCN(C(=O)c3ccc(F)c(Cl)c3)C2)c1 (stereo not drawn)	?	nt
COc1ccccc1N1CCN(CC(O)COc2ccc(C)c(C)c2)CC1 (stereo not drawn)	16%	10

2 entries drawn at random from those above, as already listed:
mol	Lipid storage S3	Lipid storage S3 cell count max
CCCCCCNC(=O)C(C(=O)OCC)C1CCCCC1 (stereo not drawn)	?	nt
CCOC(=O)c1cnc2nc(NCc3ccc(OC)c(OC)c3)[nH]n2c1=O	-6%	-21

Other entries follow:
mol	Lipid storage S3	Lipid storage S3 cell count max
COc1cc(C(=O)NCC(=O)NCCN2C(=O)S/C(=C\c3ccc4c(c3)OCO4)C2=O)cc(OC)c1OC	?	nt
CCOc1ccc2nc(SCC#N)c(C#N)cc2c1	i	nt
Cc1ccc(-c2nnc(CSc3nc(C(C)C)nc4sc(C)c(C)c34)o2)cc1	-1%	-11
Cc1cn(C(=O)c2cccc(Br)c2)c(C)n1	20%	12
O=C(CN(Cc1ccccc1)S(=O)(=O)c1ccccc1)N/N=C/c1ccccc1[N+](=O)[O-]	?	nt
O=C(NCC1CCCO1)c1c(O)nc2sccn2c1=O (stereo not drawn)	?	nt
COc1ccc(C(c2nnnn2C2CCCC2)N2CCC(C)CC2)c(OC)c1 (stereo not drawn)	?	nt
COc1cc(CN(C)c2ncnc3sccc23)ccc1OC(F)F	?	nt
CCOC(=O)C1=C(CC)Nc2ccccc2N=C1NC(=O)c1ccc(C)c(S(=O)(=O)N2CCOCC2)c1	?	nt
NC(=O)Nc1ccc(Oc2ncc(C(F)(F)F)cc2Cl)cc1	?	nt
CN(C(=O)COn1nnc2ccc(S(=O)(=O)N3CCOCC3)cc21)c1ccccc1	11%	-12
Cc1ccccc1OCCC(=O)N(CC(C)C)c1c(N)n(Cc2ccccc2)c(=O)[nH]c1=O	9%	-16
COc1cc(-c2nnc(CSc3nc4ccccc4s3)o2)cc(OC)c1OC	?	nt
C=CCNC(=O)CCC(=O)NNc1nc2ccccc2c2nc(-c3ccccc3)nn12	?	nt
CC(C)C[C@H](NC(=O)N1CCn2c1nc1ccccc12)C(=O)N1CCCCC1	?	nt
Cc1ccc(-c2nnc(SCC(=O)Nc3sc(C)c(C)c3C#N)n2C)cc1	11%	5
COc1cccc(C(=O)Nc2cccc(-c3nc4ncccc4o3)c2C)c1	?	nt
Nc1nonc1-c1nc2ccccc2n1CC(=O)N/N=C\c1ccc(-c2ccc(Cl)cc2)o1	?	nt
O=C(NCC1CCCO1)C1CCN(C2CCN(C(=O)CC3CCCC3)CC2)CC1 (stereo not drawn)	8%	9

These rows are one share of the data; count on the stated rates, not on these rows.
